# MC4R antagonist: blocks human MC4R cAMP signaling; P32245; MC4R-expressing cells, MTII-stimulated cAMP, LANCE TR-FRET; inhibition, % at 6.5 µM; 0.48% of 360,000 active; AID 540295;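 active = inhibition above its plate's cutoff, the mean of tested wells on that plate plus 3 SD, cut at about 29% in these data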;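 also: 0% = Melanotan II alone and 100% = Melanotan II plus saturating MCL0020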
# Target sequence (P32245 whole entry, looked up): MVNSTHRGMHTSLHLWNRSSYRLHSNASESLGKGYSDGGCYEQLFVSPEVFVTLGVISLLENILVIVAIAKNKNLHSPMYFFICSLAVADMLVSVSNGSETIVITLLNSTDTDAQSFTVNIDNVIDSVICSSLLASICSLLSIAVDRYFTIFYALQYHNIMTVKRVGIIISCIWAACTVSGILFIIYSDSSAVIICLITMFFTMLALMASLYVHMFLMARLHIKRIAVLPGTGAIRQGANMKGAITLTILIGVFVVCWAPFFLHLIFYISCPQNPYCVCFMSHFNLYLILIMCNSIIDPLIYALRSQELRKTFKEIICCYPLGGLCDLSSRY
#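 Assay system: human MC4R-expressing U2OS cells; reagent: Melanotan II stimulation of cells; dosing: 6.5 µM single dose; timing: compound 30 min, challenge 1 h, detection 1 h; signal: TR-FRET cAMP assay; replicates: one well per compound, no replicates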
# TLR9-MyD88 block: blocks human TLR9 binding to MyD88. Q9NR96+Q99836. CHO BLA complementation TLR9-MyD88, CCF4 FRET ratio. inhibition, % at 4.98 µM. 0.21% of 340,000 active;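 active = inhibition above the mean over all tested compounds plus 3 SD, cut at about 21% in these data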;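 also: 0% = DMSO only wells and 100% = clavulanate BLA inhibitor control wells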
# Granule exo inh: blocks lytic granule exocytosis; TALL-104 LAMP-1 surface exposure, flow cytometry; cells stimulated with thapsigargin and PMA; inhibition, % at 10 µM; 0.66% of 360,000 active;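 active = inhibition above about 55%, limit read from the data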
# MC4R barr agon: agonists of human melanocortin 4 receptor (MC4R) beta-arrestin | P32245 | activation, % at 8.9 µM | 0.98% of 360,000 active | U2OS MC4R beta-arrestin complementation, luminescence; percent of melanotan II response, DMSO zero;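 active = activation above a per-plate cutoff, the mean activation of sample wells on that plate plus 3 SD, cut at about 8% in these data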
# NOD2 RIPK2 PPI: blocks binding of human NOD2 to RIPK2; CHO BLA complementation NOD2-RIPK2, CCF4 ratio; 0.38% of 360,000 active; inhibition, % at 4.98 µM; O43353; AID 624267; in the data active = inhibition above about 21%;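 also: 0% = vehicle only and 100% = reference blocker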
# Target sequence (O43353 whole entry, looked up): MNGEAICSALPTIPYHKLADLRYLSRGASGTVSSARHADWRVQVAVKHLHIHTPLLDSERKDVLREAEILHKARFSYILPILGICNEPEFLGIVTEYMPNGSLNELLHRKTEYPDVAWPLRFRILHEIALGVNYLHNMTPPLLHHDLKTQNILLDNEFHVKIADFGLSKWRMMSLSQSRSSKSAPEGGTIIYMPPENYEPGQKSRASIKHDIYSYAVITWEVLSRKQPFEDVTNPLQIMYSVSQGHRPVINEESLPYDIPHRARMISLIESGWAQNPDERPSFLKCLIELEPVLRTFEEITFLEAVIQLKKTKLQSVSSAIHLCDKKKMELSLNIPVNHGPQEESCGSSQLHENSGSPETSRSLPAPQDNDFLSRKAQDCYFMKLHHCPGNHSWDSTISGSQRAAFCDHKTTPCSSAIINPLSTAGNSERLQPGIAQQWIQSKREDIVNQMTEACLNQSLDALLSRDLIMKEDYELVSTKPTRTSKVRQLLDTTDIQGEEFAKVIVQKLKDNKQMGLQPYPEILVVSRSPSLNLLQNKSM
# aDG glyco up: increases alpha dystroglycan glycosylation | Pro5-aDG cells, alpha-DG glycosylation AlphaScreen (IIH6); 0% Pro5, 100% B10-LARGE cell signal | activation, % at 10 µM | 0.22% of 360,000 active;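 active = activation of at least 8% versus controls, or a plate z-score of at least 8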;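 also: Pro5 are CHO cells carrying HIG-tagged alpha-DG that lacks glycosylation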
# ABCB6 inh MLPCN: blocks the human ABCB6 transporter. K562-ABCB6 porphyrin accumulation, flow cytometry, 1 h; hits give low values. fluorescence ratio to DMSO, % at 10 µM. 0.19% of 360,000 active;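 active = fluorescence ratio to DMSO below 75%, the collection mean minus 3 SD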;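 also: signal is porphyrin accumulated inside mitochondria; 100% equals median channel fluorescence of DMSO control wells; lower ratio means ABCB6 inhibition with less porphyrin fluorescence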
# Vif imaging: HIV Vif inhibition | HEK293T cells, Vif self-association by quenched fluorescence, imaging, 24 h | inhibition, % at 7.49 µM | 0.35% of 340,000 active | AID 602346; in the data active = inhibition above about 50%, passing the limit was not always enough; also: some results filed as inactive read as strong as hits
# ABHD5-PLIN5 inh: inhibitors of human ABHD5-perilipin-5 interaction. inhibition, % at 4 µM. Split G. princeps luciferase complementation, luminescence, 4 h. 0.78% of 360,000 active. AID 602281. Q00G26+Q8WTS1;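 active = inhibition above the mean inhibition across every tested compound plus 3 SD, cut at about 22% in these data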;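 also: 0% = DMSO only wells and the 100% control is not disclosed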
# N-glyco inh: N-linked glycosylation inhibition. D54 ERlucT glycosylation luciferase reporter, 24 h; percent of 100 nM tunicamycin response. reporter increase, % at 12.5 µM. 0.23% of 360,000 active;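 active = mean luciferase reporter signal, scaled so untreated is 0 and the glycosylation-blocking control 100, at or above a set limit in every replicate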;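 also: luciferase carries N-glycosylation sites so blocking glycosylation raises the light; 0% = median of neutral control wells and 100% = median of 100 nM tunicamycin wells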
# * marks the source's active call; other numbers are inactive results; nt = not tested or not shown.
MC4R antagonist | TLR9-MyD88 block | Granule exo inh | MC4R barr agon | NOD2 RIPK2 PPI | aDG glyco up | ABCB6 inh MLPCN | Vif imaging | ABHD5-PLIN5 inh | N-glyco inh | molecule
-1 | 2 | 0 | -1.7 | 4 | 0.0 | 101 | 6 | -7 | -4 | O=c1cc(CNC2CCCCC2)c2ccccc2[nH]1
-5 | 1 | -1 | -0.9 | -9 | -0.1 | 101 | 3 | 0 | -2 | COc1cccc(NC2=CC(=O)CC(C)(C)C2)c1
15 | -4 | 3 | -2.4 | -5 | -0.1 | 92 | 0 | 1 | -1 | Cc1c(NC(=O)[C@@H](NC(=O)c2ccc(Cl)c([N+](=O)[O-])c2)C(C)C)c(=O)n(-c2ccccc2)n1C
7 | -12 | 0 | 1.7 | 0 | 0.0 | 97 | -5 | -13 | 5 | O=C(NC1=NCCS1)c1ccccc1Cl
15 | -8 | -3 | 0.1 | -11 | 0.2 | 118 | -5 | -2 | 2 | C#CCN1C(=O)C(O)(c2c(C)[nH]c3ccccc23)c2ccccc21 (stereo unspecified)
4 | -12 | -2 | -1.5 | -4 | -0.3 | 102 | 0 | 2 | 2 | CCn1cc(C(=O)O)c(=O)c2cc(F)c(N3CCN(C)CC3)cc21
26 | -6 | -4 | -2.0 | -5 | -0.1 | 96 | -1 | 3 | 3 | COc1ccc(N2C(=O)C(CC(=O)Nc3ccccc3)N(Cc3ccccn3)C2=S)cc1 (stereo unspecified)
6 | -3 | -1 | -1.5 | 1 | -0.1 | 96 | 0 | -4 | 1 | Cc1c(N(C)C(=O)c2ccco2)c(=O)n(-c2ccccc2)n1C
2 | 5 | -1 | 0.1 | -7 | 0.2 | 100 | 5 | 3 | 1 | O=C(C[C@H]1C/C=C\C[C@H](Cc2ccc(F)cc2)C(=O)O[C@@H](c2ccccc2)CNC1=O)NCCO
4 | -14 | 2 | -0.3 | -6 | 1.1 | 102 | 0 | 7 | -4 | COc1ccc(-n2c(Cn3c(=O)sc4ccccc43)nnc2SCC(=O)N2CCCCC2)cc1
12 | 7 | 3 | -1.1 | -4 | 0.2 | 97 | -1 | -1 | 0 | CN(CC(=O)Nc1ccc(F)cc1)C(=O)c1ccccc1OCc1ccc(F)cc1
3 | 5 | -14 | -0.2 | -9 | 0.1 | 86 | 5 | 10 | 0 | CCOC(=O)CCNC(=O)N1CCCC(Cc2ccccc2)(C(=O)OCC)C1 (stereo unspecified)
14 | -2 | 19 | 1.5 | -5 | 0.0 | 94 | 9 | 8 | -2 | CCN(CC)C(=O)CNC(=O)c1nn(-c2ccc(OC)c(Cl)c2)c(=O)c2ccccc12
4 | -1 | 8 | 0.5 | -21 | 1.3 | 96 | -4 | 5 | -9 | CCOC(=O)c1cnc(-n2nc(C)cc2C)nc1NNc1cc(C)nc(-c2ccccc2)n1
-2 | -8 | 6 | 2.1 | 2 | 0.0 | 98 | -3 | -1 | 4 | O=[N+]([O-])c1ccc(OCC(O)CNCCNc2nccc(C(F)(F)F)n2)cc1 (stereo unspecified)
-1 | -20 | -1 | -0.5 | -8 | 0.5 | 82 | -5 | 1 | -2 | COc1ccc2[nH]cc(CCNS(=O)(=O)c3ccc(F)cc3)c2c1
1 | -6 | -6 | -1.7 | -11 | 0.1 | 98 | 11 | 1 | 0 | Cn1cc(CN2CCC(n3nccc3NC(=O)c3ccccc3Cl)CC2)cn1
16 | -4 | -5 | 0.5 | -4 | -0.1 | 107 | -2 | 0 | 1 | Cc1cc(C)c2nc(N3CCOCC3)c(C#N)cc2c1
-7 | -8 | -2 | -2.6 | -13 | -0.2 | 99 | -3 | -3 | 0 | CCO/N=C/C(=O)Nc1ccc(F)cc1F
2 | -8 | 1 | 4.2 | 5 | 2.5 | 97 | 2 | 0 | -2 | Cn1nnnc1SC(C(=O)Nc1cccc(C(F)(F)F)c1)c1ccccc1 (stereo unspecified)
6 | 3 | -7 | -1.1 | -4 | -0.1 | 99 | 14 | 10 | 3 | COc1ccc2oc(C(=O)OCC(=O)NCCc3ccc(S(N)(=O)=O)cc3)c(C)c2c1
-1 | -1 | -3 | -1.3 | -7 | 0.3 | 101 | 13 | -10 | 4 | Cc1onc(C(=O)NC2CCCCC2)c1[N+](=O)[O-]
6 | -7 | -2 | -0.6 | 1 | 0.0 | 92 | 14 | 2 | 4 | CSC1=NCCN1C(=O)c1cccs1
-5 | -6 | 2 | -1.3 | -1 | 0.1 | 91 | 6 | 0 | -6 | CC1CCCC(=NNc2ccc3ccccc3n2)C1 (stereo unspecified)
3 | -9 | -2 | 2.2 | -6 | 2.7 | 98 | 0 | -7 | -3 | CNC(=S)N/N=C/c1cccc(OCc2ccccc2F)c1
9 | 2 | -10 | 3.9 | -3 | -0.1 | 96 | 4 | -5 | 0 | Cc1ccc(C)c(C(=O)Nc2nc3ccccc3[nH]2)c1
7 | 5 | -3 | -1.1 | 1 | 0.1 | 100 | nt | -1 | -12 | CC(=O)c1cc(F)ccc1OCC(=O)Nc1ccc2c(c1)OCO2
10 | -7 | -6 | 0.8 | -1 | 0.0 | 103 | -8 | 3 | 1 | Cc1cccc(C)c1-n1c(C)nn(-c2ncc(C(F)(F)F)cc2Cl)c1=O
12 | -2 | -2 | -0.9 | 1 | 0.3 | 100 | 6 | 5 | 3 | COc1ccc(CCNC(=O)C(=O)Nc2ccc3c(c2)OCCO3)cc1OC
15 | -4 | 6 | -1.6 | -1 | 0.1 | 99 | 1 | 0 | 0 | CCOc1ccc(S(=O)(=O)n2cnc3ccccc32)cc1

# Single records (already shown). Screens in order: MC4R antagonist, TLR9-MyD88 block, Granule exo inh, MC4R barr agon, NOD2 RIPK2 PPI, aDG glyco up, ABCB6 inh MLPCN, Vif imaging, ABHD5-PLIN5 inh, N-glyco inh
# `CNC(=S)N/N=C/c1cccc(OCc2ccccc2F)c1` is listed as 3, -9, -2, 2.2, -6, 2.7, 98, 0, -7, -3
# `COc1ccc(CCNC(=O)C(=O)Nc2ccc3c(c2)OCCO3)cc1OC` is listed as 12, -2, -2, -0.9, 1, 0.3, 100, 6, 5, 3
# `CCOc1ccc(S(=O)(=O)n2cnc3ccccc32)cc1` is listed as 15, -4, 6, -1.6, -1, 0.1, 99, 1, 0, 0
# `Cc1onc(C(=O)NC2CCCCC2)c1[N+](=O)[O-]` is listed as -1, -1, -3, -1.3, -7, 0.3, 101, 13, -10, 4
# `COc1ccc2[nH]cc(CCNS(=O)(=O)c3ccc(F)cc3)c2c1` is listed as -1, -20, -1, -0.5, -8, 0.5, 82, -5, 1, -2

# (more compounds)
MC4R antagonist | TLR9-MyD88 block | Granule exo inh | MC4R barr agon | NOD2 RIPK2 PPI | aDG glyco up | ABCB6 inh MLPCN | Vif imaging | ABHD5-PLIN5 inh | N-glyco inh | molecule
16 | -9 | 0 | -0.9 | -8 | 0.4 | 104 | -10 | 5 | -10 | Cc1cccc(NC(=O)c2ccc3c(c2)OCCO3)n1
6 | -4 | -3 | -1.0 | 9 | -0.3 | 97 | 0 | 2 | 1 | COc1ccc(NC(=O)CCNC(=O)C2CCN(S(=O)(=O)c3ccccc3)CC2)cc1OC
-2 | 10 | 1 | -1.2 | 0 | 0.9 | 96 | -6 | -5 | -2 | Cc1ccc(S(=O)(=O)N2CCN(c3ncnc4c3cnn4-c3ccccc3)CC2)cc1
3 | -11 | -1 | -2.0 | -7 | 0.2 | 93 | 0 | 0 | -3 | CCn1c(SCC(=O)Nc2cc(F)ccc2C)nnc1-c1ccccc1O
3 | 14 | -1 | -2.4 | -8 | -0.1 | 95 | -1 | 2 | -1 | O=C(NNS(=O)(=O)c1ccc(F)c(Cl)c1)c1cccc(S(=O)(=O)N2CCOCC2)c1
4 | -6 | 3 | -0.7 | -1 | 0.0 | 97 | -2 | 2 | 1 | O=C(CC12CC3CC(CC(C3)C1)C2)NC(Cc1ccccc1)C(=O)O (stereo unspecified)
-6 | 0 | -2 | -2.2 | -11 | -0.1 | 100 | 2 | 2 | 1 | COc1ccc([N+](=O)[O-])cc1NC(=O)COC(=O)C1CC1
16 | 2 | -4 | 1.7 | -2 | -0.2 | 101 | -3 | -4 | -3 | CN(C)c1ccnc(-n2cccc2/C=N/OCc2cccc(F)c2)c1C#N
-2 | -2 | -2 | -2.1 | -9 | -0.1 | 97 | 0 | 2 | -4 | COc1ccc(-c2[nH]ncc2CN2CCC(N3CCSCC3)CC2)cc1F
nt | nt | -4 | nt | -5 | 0.1 | 100 | nt | -4 | 1 | Nc1nc(=O)n(C2CC(O)C(CO)O2)cc1Cl (stereo unspecified)
0 | -8 | 7 | 2.2 | -7 | 0.1 | 106 | -4 | -11 | -4 | CCCOc1ccccc1NC(=O)c1c(-c2ccccc2)noc1C
-6 | 1 | -2 | 1.2 | -1 | -0.2 | 99 | 5 | -6 | 2 | O=C(Cc1ccc(NC(=O)C2CCN(C(=O)C3CCC3)CC2)cc1)Nc1cccc(C(=O)N2CCCC2)c1
1 | 2 | -5 | -2.2 | 5 | -0.1 | 97 | 3 | -2 | 1 | CCOc1ccc(C2C(C#N)=C(N)Oc3cc(C)[nH]c(=O)c32)cc1OC (stereo unspecified)
17 | -2 | 1 | 2.3 | -4 | 0.3 | 98 | 0 | -5 | -1 | CCCCSc1nnc([C@H](CC(C)C)NC(=O)OC(C)(C)C)o1
4 | -10 | 1 | -1.0 | -5 | 0.9 | 103 | 4 | -12 | 5 | COc1cc(NC(C)CCCNC(C)C)c2ncccc2c1OC (stereo unspecified)
-4 | -2 | -1 | -1.8 | -3 | -0.1 | 99 | -4 | 1 | 10 | Cc1noc(C)c1COc1cccc(C(=O)OC(C)C#N)c1 (stereo unspecified)
2 | 7 | -8 | -4.3 | -6 | -0.2 | 97 | -1 | -1 | 7 | COc1ccc(S(=O)(=O)NCc2ccccn2)cc1NC(=O)c1ccc(Cl)cc1
0 | 4 | -8 | -1.2 | -2 | 0.1 | 97 | 0 | -11 | 0 | CN(CC(=O)Nc1ccc(Cl)c(C(F)(F)F)c1)C(=O)CNC(=O)C1CCCCC1
3 | 0 | 2 | -0.8 | -12 | 1.3 | 91 | -3 | 10 | 0 | O=S1(=O)[C@H]2C[C@@H]3C=C[C@@]2(CN1Cc1ccc(F)cc1)O3
0 | nt | -2 | 0.9 | -9 | -0.2 | 98 | -4 | 9 | 1 | O=C1CS/C(=N/N=C/c2ccncc2)N1
13 | 0 | 14 | 0.1 | -4 | 0.0 | 101 | 1 | 2 | -1 | O=C(CN1CCCN(S(=O)(=O)c2ccc(F)cc2)CC1)Nc1cccc(F)c1
-4 | 4 | 2 | -2.0 | -8 | -0.6 | 101 | -5 | 1 | 0 | CC1=C(C)CC(C(=O)Nc2cccc([N+](=O)[O-])c2)C(C(=O)O)C1 (stereo unspecified)
-2 | -3 | -1 | -0.2 | -5 | -0.2 | 95 | 0 | -1 | 1 | COc1cc(OC)c(OC)cc1/C=N/NC(=O)c1cc(-c2cccn2C)n[nH]1
-2 | 7 | 0 | -2.5 | -11 | 0.3 | 99 | 15 | 1 | 0 | CCS(=O)(=O)c1ccc(Sc2nncn2C)c([N+](=O)[O-])c1
15 | 7 | -3 | 0.1 | 5 | 0.0 | 105 | 11 | 2 | 1 | Cc1nc2sc(C(c3ccccc3)N3CCC(O)CC3)c(O)n2n1 (stereo unspecified)

# Screens: PubChem BioAssay, several laboratories

# A portion of the library. The share of hits here may be higher or lower than overall.
